PostGolgi ctrl – growth inhibition of yeast control strain, primary screen, counter-screen for post-Golgi transport modulator project; efflux-deficient yeast background strain, growth absorbance A615, 16 h; inhibition, % at 10 µM; hit rate 5% among 98,000
hDAT+cocaine – changed hDAT dopamine uptake under cocaine IC80, either direction, primary screen, cocaine antagonist project, cell-based, LLC-PK1 hDAT, [14C]-dopamine uptake, MLSMR; Sodium-dependent dopamine transporter (Homo sapiens), Q01959; LLC-PK1 hDAT cells, [14C]-dopamine uptake with cocaine IC80; actives deviate in either direction; B-score at 10 µM; hit rate 1.3% among 110,000; AID 449768, 2010;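 active = Z score or B-score, a plate-position-corrected score, falls beyond the plate's 99.7% confidence bounds, in either direction; inactive = both scores lie inside the 99.7% bounds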;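 also: scored against the spread of the other compound wells on the same plate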
S1P2 antag – human S1P2 receptor antagonists, primary screen, cell-based; Sphingosine 1-phosphate receptor 2 (Homo sapiens), O95136; cell-based S1P2 antagonist assay, inhibition at 5 uM; inhibition, % at 5 µM; hit rate 0.21% among 97,000; AID 736, 2007; in the data active = inhibition above about 45%;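 also: CRE beta-lactamase reporter cells expressing human S1P2 stimulated with S1P; 0% = agonist at EC80 alone and 100% = agonist plus reference antagonist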
Target sequence (O95136 whole entry, looked up): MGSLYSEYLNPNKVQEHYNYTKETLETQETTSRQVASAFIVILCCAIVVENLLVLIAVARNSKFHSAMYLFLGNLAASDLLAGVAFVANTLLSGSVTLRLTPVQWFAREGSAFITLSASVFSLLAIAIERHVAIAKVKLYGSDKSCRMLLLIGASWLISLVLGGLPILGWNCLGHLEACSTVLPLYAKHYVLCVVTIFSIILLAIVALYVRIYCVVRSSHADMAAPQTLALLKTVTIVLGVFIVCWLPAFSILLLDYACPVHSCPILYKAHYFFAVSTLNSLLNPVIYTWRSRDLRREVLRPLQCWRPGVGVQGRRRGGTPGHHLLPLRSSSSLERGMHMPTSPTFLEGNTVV
sEH inhibitor – soluble epoxide hydrolase inhibitors, primary screen, biochemical, human sEH; AID 707, 2007; Bifunctional epoxide hydrolase 2 (Homo sapiens), P34913; recombinant human sEH enzymatic activity assay; inhibition, % at 2 µM; hit rate 0.34% among 91,000; in the data active = inhibition above about 80%; also: values of inactives mirror those of a sister screen read the other way; many of its hits are not listed in these tables
sEH activator – soluble epoxide hydrolase activators, primary screen, biochemical, human sEH; Bifunctional epoxide hydrolase 2 (Homo sapiens), P34913; purified human sEH enzymatic activity, activator screen; activation, % at 2 µM; hit rate 0.04% among 91,000; AID 717, 2007; in the data active = activation above about 37%; also: values of inactives mirror those of a sister screen read the other way
S1P2 agonist – S1P2 receptor agonists, primary screen, cell-based; Sphingosine 1-phosphate receptor 2 (Homo sapiens), O95136; S1P2-expressing cell line, agonist reporter read-out; activation, % at 4.5 µM; hit rate 0.46% among 97,000; AID 729, 2007; in the data active = activation above about 16%;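 also: 0% = vehicle low control and 100% = maximal reference agonist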
CYP2C19 activ – human CYP2C19 activators, primary screen, biochemical, luminescence; recombinant CYP2C19, luciferin-H EGE luminescence; hits give high values; 0 = fully inhibited enzyme, 1 = untreated enzyme; activation factor at 5 µM; 96,000 tested, under 10 active; AID 1025, 2008;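 active = activation factor of at least 2 at 5 µM in the primary screen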;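 also: 0 = wells with 2.5 mM tranylcypromine and 1 = vehicle-only wells; values of inactives mirror those of a sister screen read the other way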
Target sequence (P33261 whole entry, looked up): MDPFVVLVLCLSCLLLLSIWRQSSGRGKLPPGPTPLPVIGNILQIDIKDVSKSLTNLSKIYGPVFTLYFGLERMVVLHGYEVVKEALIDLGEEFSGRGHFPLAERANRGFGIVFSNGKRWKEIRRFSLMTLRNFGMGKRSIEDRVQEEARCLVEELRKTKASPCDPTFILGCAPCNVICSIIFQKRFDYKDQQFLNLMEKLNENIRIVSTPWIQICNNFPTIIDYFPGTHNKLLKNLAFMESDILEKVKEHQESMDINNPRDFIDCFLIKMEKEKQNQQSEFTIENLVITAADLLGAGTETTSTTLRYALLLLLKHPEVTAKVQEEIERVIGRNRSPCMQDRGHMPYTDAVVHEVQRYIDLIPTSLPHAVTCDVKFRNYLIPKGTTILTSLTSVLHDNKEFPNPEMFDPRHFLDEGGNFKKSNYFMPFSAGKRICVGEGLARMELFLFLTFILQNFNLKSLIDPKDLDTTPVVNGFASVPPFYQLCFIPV
CYP2C19 inh – blockers of cytochrome P450 2C19 activity – biochemical, luminescence, ADME assay, primary screen | P33261 | CYP2C19 Supersomes, luciferin-H EGE luminescence, 30 min | inhibition, % at 5 µM | hit rate 21% among 96,000 | AID 778, 2007;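 active = CYP2C19 inhibition above a set limit at 5 µM in the primary screen, cut at about 50% in these data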;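 also: plate controls were negative control wells for no effect and 2.5 mM tranylcypromine positive control for full effect; values of inactives mirror those of a sister screen read the other way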
PostGolgi yeast – phenotypic screen on post-Golgi transport, primary screen; post-Golgi transport phenotypic cell assay; inhibition, % at 10 µM; hit rate 0.9% among 98,000;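 also: yeast cells grown in 1536-well plates; yeast grown about 18 h at 30C before absorbance read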
An asterisk follows results filed as active; . = no result given. Rule as the data show it, unless noted: active = inhibition above about 30%; inactive = the rest.

Results follow in this order: PostGolgi ctrl	hDAT+cocaine	S1P2 antag	sEH inhibitor	sEH activator	S1P2 agonist	CYP2C19 activ	CYP2C19 inh	PostGolgi yeast
C=C(c1ccc(OC)cc1)c1ccc(OC)cc1
→ 7.0	.	-19.8	-14.8	9.9	-1.4	1.1	-14.5	7.7
Cc1ccccc1C(=O)N1CCC(C(=O)Nc2ccc(S(=O)(=O)N(C)C(C)C)cc2)CC1
→ -2.3	-0.02	4.0	83.8*	-83.3	-0.3	0.7	25.1	1.6
COC(=O)C1C(=O)c2c([nH]c(C(=O)OCCSC)c2C)CC1C (centres undefined)
→ 2.1	-0.367	-1.1	0.9	-0.2	-0.8	0.9	10.1	-8.0
CC1(C)CC(=O)C(C(C2=C(O)CC(C)(C)CC2=O)c2cccnc2)C(=O)C1 (centres undefined)
→ 4.0	0.939	.	.	.	.	1	3.2	9.5
O=C(Nc1ccccc1)C1CC=CCC1C(=O)OCC1CCCO1 (centres undefined)
→ -3.7	-1.07	17.8	4.3	-3.1	-0.7	0.8	21.9	22.2
Cc1c(C#N)c(N=CN(C)C)c(C(=O)c2ccc(Br)cc2)n1-c1ccc(Cl)cc1
→ 22.9	0.0428	-6.4	-5.3	1.7	0.2	0.8	22.6	-12.8
COCCOC(=O)C1=C(C)NC(SCC(=O)NC(C)(C)C)=C(C#N)C1c1ccco1 (centres undefined)
→ -3.7	2.47	20.4	-3.8	3.6	-3.6	0.2	82.0*	-4.2
CN1C(=O)c2oc3ccccc3c(=O)c2C1c1ccccn1 (centres undefined)
→ 1.2	0.108	-2.9	3.5	-2.0	-5.1	1	-3.7	12.9
COc1ccc(NC(=O)C2CC2)cc1-n1cnnn1
→ 1.9	-0.0949	0.2	3.7	-2.3	1.1	1	-3.0	2.8
COc1ccc(N2CCN(S(=O)(=O)c3ccc4c(c3)CCCC4)CC2)c([N+](=O)[O-])c1
→ 14.5	0.166	22.5	3.5	-1.2	-6.3	0.7	28.9	2.4
COc1cccc(C2/C(=C(/O)c3ccccc3)C(=O)C(=O)N2CCCC(=O)O)c1 (centres undefined)
→ 1.8	-0.666	6.2	10.1	-11.3	-4.9	0.9	9.1	-3.4
N#Cc1cn(CCOc2ccccc2F)c2ccccc12
→ 57.9*	0.0557	-11.1	3.3	-1.0	-1.6	0	98.1*	-3.5
O=S(=O)(c1ccc(S(=O)(=O)N2CCCC3(CCCCC3)C2)cc1)N1CCCCC1
→ 1.2	0.844	-14.3	-0.7	0.7	-5.7	1	1.3	3.2
COc1ccc2cc(CN(C(=O)Nc3ccccc3OC)C3CCCC3)c(=O)[nH]c2c1
→ 11.2	1.86	-7.9	-1.7	3.1	-7.2	0.8	23.2	-4.5
CCCOC(=O)c1[nH]c2c(c1C)C(=O)CC(c1cc(OC)c(OC)c(OC)c1)C2 (centres undefined)
→ 18.4	-0.252	.	.	.	.	0.6	38.4	1.1
Cn1c2ccccc2n2c(=O)c(=O)n(CC(=O)c3ccc(F)cc3)nc12
→ 3.8	0.0201	8.0	-2.0	0.7	-2.0	1.1	-11.2	-1.4
CCn1c(CNc2ccc(C)cc2C)nnc1SCC(=O)N1CCCc2ccccc21
→ 7.3	1.16	1.8	.	.	-3.1	0.1	86.4*	4.2
CC(=O)c1ccc(NC(=O)CSC(C)C)cc1
→ -3.4	-0.235	0.5	-1.4	1.8	-9.3	0.9	9.4	19.2
O=C(C1CCC1)N1CCc2cc(S(=O)(=O)NCCN3CCN(c4ccccc4F)CC3)ccc21
→ 38.1*	0.648	16.0	.	.	-9.4	0.5	48.2	-1.0
Nc1nc(-c2ccccc2)nn1C(=O)Cc1ccccc1
→ 8.0	-0.162	-0.5	8.3	-4.8	-7.9	1	-3.2	20.6
COC(=O)c1[nH]c2cccc(Cl)c2c1NC(=O)CN(C)C1CCCCC1
→ 3.2	0.108	12.2	-17.0	17.2	0.3	0.5	48.3	4.6
COC(=O)C(NC(=O)c1ccccc1)=C(C)C
→ 10.7	-0.119	22.8	-12.1	9.8	-5.0	1.1	-5.5	0.1
COC(=O)CC(NC(=O)c1ccco1)c1ccc(C(C)C)cc1 (centres undefined)
→ -5.2	0.794	-13.3	-4.2	4.4	-5.4	0.7	29.5	-8.0
Cc1cc(C)cc(NC(=O)CSc2nnc(CN3CCOCC3)n2C)c1
→ .	-0.00848	2.0	0.8	-0.2	-3.6	.	.	.
Cc1ccc(-c2noc(C3CCCCC3)n2)cc1
→ 4.8	-0.675	-6.4	6.1	-6.6	-8.0	1.1	-6.8	-31.5
Cc1cccc(C)c1NC(=O)CN1C(=O)S/C(=C\c2cccn2C)C1=O
→ 14.5	0.119	-12.7	33.3	-31.1	-2.6	1	-0.3	-7.4
CCOC(=O)c1sc(C)c2c1NC(c1ccc(Cl)cc1)NC2=O (centres undefined)
→ -10.3	-1.27	-12.7	14.2	-11.3	-5.7	0.9	11.9	-2.6
O=C(O)CCC(=O)Nc1nnc(C(F)(F)F)s1
→ -0.8	0.0015	20.2	.	.	-4.2	1	-1.1	-2.9
CCOC(=O)c1c(C)nc2sc3c(=O)n(-c4ccc(C)cc4)cnc3c2c1-c1ccc(OC)cc1
→ 3.2	-1.06	12.1	0.7	1.1	-3.3	1	4.5	-1.2
COc1ccc(-n2c(/C=C(\C)O)nc(=O)c3c(C)cc(C)nc32)cc1
→ 10.0	0.0353	-0.8	5.4	-2.9	-3.9	1	4.6	1.8

(cont.)
Results follow in this order: PostGolgi ctrl	hDAT+cocaine	S1P2 antag	sEH inhibitor	sEH activator	S1P2 agonist	CYP2C19 activ	CYP2C19 inh	PostGolgi yeast
c1ccc(-c2nc(CSc3n[nH]c(-c4cccs4)n3)cs2)cc1
→ 33.7*	4.11*	-9.0	.	.	2.9	0.4	60.2*	-0.8
Brc1cccc(-c2cnc3n2CCCCC3)c1
→ 23.6	-1.33	-12.6	-10.7	8.7	-4.8	0.2	82.9*	-0.8
COC(=O)c1ccccc1NC(=O)C1CCCN(S(=O)(=O)c2ccccc2)C1 (centres undefined)
→ 41.2*	0.00113	-13.8	-12.1	14.8	-0.7	0.6	43.4	-7.3
CCCCC(CC)C1OCC(CN2CCCC2)O1 (centres undefined)
→ 1.8	-0.128	6.8	-10.3	10.4	-2.9	0.8	17.1	-4.4
COc1ccc(-n2c(C)cc(C(=O)CSc3nnc(-c4cccs4)o3)c2C)cc1
→ 10.3	-1.09	.	.	.	.	0.2	83.2*	3.2
CCOC(=O)c1c(NC(=O)CC)sc(C(C)=O)c1C
→ 4.2	-0.268	-26.2	1.1	0.3	-2.0	0.3	69.3*	18.3
O=C(/C=C/c1ccc(F)cc1)NC(=S)Nc1ccccc1C(=O)NC1CCCCC1
→ -5.4	.	2.1	-8.2	5.2	-7.0	0.7	30.9	20.4
COc1ccc(S(=O)(=O)N(C)CC(=O)NCCC2=CCCCC2)cc1OC
→ 2.0	1.86	5.1	26.1	-28.2	-3.4	0.2	81.5*	-10.1
O=C(CSc1cn(CCNC(=O)c2ccc3ccccc3c2)c2ccccc12)NCc1ccco1
→ 6.8	-0.0606	15.6	13.8	-12.3	-4.1	0.7	25.5	-9.4
O=C(CN1CCN(c2ccccn2)CC1)N(c1ccccc1)c1ccc2ccccc2c1
→ 65.8*	0.753	.	.	.	.	0.4	56.1*	-9.1
CCCC1NC(=O)NC(C)=C1C(=O)OCC (centres undefined)
→ 4.0	-0.63	0.6	-9.3	7.1	-3.9	0.8	17.0	18.8
O=C(Cc1ccccc1)NC(Nc1ccccc1)C(Cl)(Cl)Cl (centres undefined)
→ -7.5	-1.66	10.4	-10.1	12.5	-9.1	0.2	82.4*	15.5
CN(Cc1ccc(-n2cccn2)cc1)C(=O)c1cnn2c1NC(c1ccco1)CC2C(F)(F)F (centres undefined)
→ 13.1	2.17	-1.8	4.1	-4.8	-3.1	0.5	48.9	2.5
Cc1ccc(NC(=O)c2cc([N+](=O)[O-])ccc2NCc2cccnc2)cc1
→ 5.4	1.11	2.4	6.5	-7.9	-5.3	0.2	83.3*	-4.2
COc1oc(-c2ccccc2C)nc1C(F)(F)F
→ -1.4	-0.314	-19.1	9.7	-7.1	-7.9	1.1	-5.6	8.7
Cc1ccc(C)c(C(=O)CN2C(=O)CCC2=O)c1
→ 3.3	-0.567	6.1	.	.	-5.3	1	3.3	-8.0
COc1ccc(CNC(=O)c2cnn3c(C(F)F)cc(C)nc23)cc1
→ .	1.14	-26.7	-5.6	7.1	-2.9	.	.	.
O=C(c1ccccc1)c1ccc(C(=O)N2CCOCC2)cc1
→ 15.7	0.741	-1.8	7.3	-7.1	-1.0	0.8	19.4	9.3
Cc1ccc(Cl)cc1NC(=O)COC(=O)C1CCCC1
→ 10.9	-0.77	.	.	.	.	0	95.5*	1.2
C=CCNc1nnc(C)c2ccccc12
→ 10.5	0.532	15.8	12.7	-14.6	-4.8	1.1	-10.2	-3.5
COc1ccccc1-c1ccc(=O)n(CC(=O)NCc2ccc3c(c2)OCO3)n1
→ -0.4	1.09	3.3	-10.3	8.9	-4.8	0.4	55.8*	5.2
CCOC(=O)N1CCC(N2C(=O)c3ccccc3C2Nc2cccnc2)CC1 (centres undefined)
→ 13.3	-0.0663	.	.	.	.	1.1	-11.8	3.7
O=c1c2c(nc3n1CCCCC3)sc1c(O)cccc12
→ 3.3	-0.871	-11.8	4.0	-3.8	-3.5	0.3	72.2*	1.4
CC1=CS(=O)(=O)CC1Sc1nc2ccccc2[nH]1 (centres undefined)
→ 0.6	-1.18	3.0	4.7	-4.5	-1.9	0.8	19.8	-6.0
CCOc1ccc(CNC(=O)c2cc3oc4ccccc4c3n2C)cc1
→ -4.2	-0.66	-6.5	39.8	-40.5	-4.3	0.8	22.9	-5.8
O=c1c2c(nc3cc(-c4cccc(Cl)c4)[nH]n13)CCC2
→ -8.0	-0.8	5.2	-12.8	11.5	-5.4	1	1.7	17.4
COCCN(C(=O)Nc1ccccc1)C(C)c1cccnc1 (centres undefined)
→ 5.3	0.649	4.0	-22.5	21.0	-2.5	0.8	16.6	-5.6
CCOC(=O)c1cnc2ccc(C(=O)OC)cc2c1NCCN1CCOCC1
→ -0.1	1.26	-14.9	0.5	-0.1	-5.6	0.6	37.3	1.2
CCOC(=O)/C(C(N)=NCCCO)=C(/O)c1ccccc1
→ -3.9	0.164	-14.9	-8.7	8.4	-3.1	0.9	8.7	0.2
O=C(Cn1cnc2ccccc2c1=O)c1ccccc1
→ .	-1.02	10.5	-4.8	7.5	-7.5	.	.	.
CN(C)S(=O)(=O)c1ccc(C(=O)Nc2ccccn2)cc1
→ 5.0	0.223	-8.3	.	.	-1.1	1.1	-14.1	8.1
CCOC(=O)N1CCN(C(=O)CSc2nnc(-c3ccc(C(C)(C)C)cc3)o2)CC1
→ 5.5	-0.747	.	.	.	.	1	-0.5	1.5
COc1c(C)cc(Br)cc1C(=O)Nc1ccc(N2CCN(S(C)(=O)=O)CC2)cc1
→ -1.9	-0.606	14.6	-3.2	4.6	-3.4	1	-2.0	-4.5

3 entries already listed, arranged by the number in CYP2C19 inh, smallest number first:
canonical_smiles	hDAT+cocaine	S1P2 antag	sEH inhibitor	sEH activator	S1P2 agonist	CYP2C19 activ	CYP2C19 inh	PostGolgi yeast
COc1c(C)cc(Br)cc1C(=O)Nc1ccc(N2CCN(S(C)(=O)=O)CC2)cc1	-0.606	14.6	-3.2	4.6	-3.4	1	-2.0	-4.5
CCOc1ccc(CNC(=O)c2cc3oc4ccccc4c3n2C)cc1	-0.66	-6.5	39.8	-40.5	-4.3	0.8	22.9	-5.8
O=C(CSc1cn(CCNC(=O)c2ccc3ccccc3c2)c2ccccc12)NCc1ccco1	-0.0606	15.6	13.8	-12.3	-4.1	0.7	25.5	-9.4

Screening data from PubChem BioAssay.
